HT1080 IDH1KD tx: toxicity to HT-1080 IDH1 knockdown cells (counter line). HT-1080 IDH1 knockdown viability, ATP luminescence, 48 h. Potency, µM (series often up to 46.1 µM), inactives show at the top dose activity, negative = toxicity, actives largely listed as cytotoxic. 2% of 360,000 active. AID 686971;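 further: potency means the concentration at half of the fitted maximal effect; 0% = DMSO wells and -100% = cell-free medium wells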
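In this qHTS, HT-1080 cells depleted of IDH1 are exposed for 48 h at 37 °C to compound titrations. Toxicity is scored from CellTiter-Glo luminescence, with DMSO as full viability and medium alone as none.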
KB-V1 MDR tox: KB-V1 MDR subline cytotoxicity; KB-V1 MDR cells viability, CellTiter-Glo, 72 h; Potency, µM (titrated, usually from 46.1 µM), for the others: at the top dose activity change, negative = cytotoxicity, usual class: cytotoxic; 3.4% of 400,000 active; AID 1347076; further: potency means the concentration at half of the fitted maximal effect; on the % scale 0 is the no-effect control and ±100 the full control effect; nearly all actives have a fitted effect of over 60% in size
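Cells of the MDR subline KB-V1 are plated, dosed with compound at multiple concentrations, and incubated 72 h at 37 degrees C; CellTiter-Glo is then added and luminescence read after 10 min.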
HT1080NT lethal: kills 2HG-producing HT-1080-NT fibrosarcoma cells. HT-1080-NT fibrosarcoma viability, CellTiter-Glo ATP luminescence, 48 h. Potency, µM (top dose mostly 46.1 µM), without a hit: at the top dose activity, negative = less viability, most hits filed as cytotoxic. 1.6% of 360,000 active;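 further: NT is the 2HG producing partner of a matched IDH1 knockdown line; potency means the concentration at half of the fitted maximal effect; 0% = DMSO-treated cells and -100% = media-only wells without cells; nearly all actives have a fitted effect of over 55% in size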
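Toxicity toward the 2HG-producing NT line was scored as %Activity, normalised to DMSO and no-cell wells, from CellTiter-Glo luminescence after 48 hours' treatment.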
SW480 rerep: inducers of DNA re-replication in SW480 colon cancer cells; SW480 DNA re-replication, Hoechst DNA content imaging, 48 h; Potency, µM (series often up to 46.1 µM), inactives show at the highest dose re-replication activation, hits mostly activators; 1.8% of 340,000 active; AID 624297; further: potency means the concentration at half of the fitted maximal effect; % of control where 0% means no effect; nearly all actives have a fitted effect of over 55% in size
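Image-based read-out: total Hoechst fluorescence of nuclei (405 nm excitation, 500-530 nm emission), with hits raising the fraction of high-intensity nuclei. SW480 colon cells incubated 48 hr with compounds at 37 C.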
KB-3-1 tox: KB-3-1 parental cell cytotoxicity; KB-3-1 viability, CellTiter-Glo ATP luminescence, 72 h; Potency, µM (highest dose often 46.1 µM), inactives show top-dose activity change, negative = cytotoxic, usual class: cytotoxic; 1.4% of 400,000 active; further: potency means the concentration at half of the fitted maximal effect; on the % scale 0 is the no-effect control and ±100 the full control effect; nearly all actives have a fitted effect of over 60% in size
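Multi-concentration cytotoxicity screen in KB-3-1 cells grown in DMEM lacking phenol red with 10% FBS. After 72 h at 37 °C with compound, ATP-dependent luminescence was recorded.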
MCF10A rerep: DNA re-replication induction in MCF 10a cells; MCF 10A DNA re-replication, Hoechst nuclear intensity, 48 h; 2.9% of 350,000 active; Potency, µM (doses to about 46.1 µM), for inactives: top-dose activity, positive = re-replication, usual class: activators; AID 624296; further: potency means the concentration at half of the fitted maximal effect; % of control where 0% means no effect; nearly all actives have a fitted effect of over 50% in size
ATXN2 expr inh: reduces ATXN2 reporter expression in HEK-293 cells. HEK-293 ATXN2-luciferase reporter, luminescence, 24 h. Potency, µM (titrated, usually from 57 µM), for inactives: top-dose activity change, negative = inhibition, hits mostly inhibitors. 0.72% of 360,000 active. AID 1745845; further: potency means the concentration at half of the fitted maximal effect; on the % scale 0 is the no-effect control and ±100 the full control effect; nearly all actives have a fitted effect of over 55% in size
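ATXN2-luciferase reporter cells (luciferase flanked by upstream and downstream ATXN2 gene portions) were treated 24 h at 37 °C with compounds at up to 57 uM. SteadyGlo luminescence gave expression; GF-AFC fluorescence gave viability.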
IL1B secr inh: inflammasome signaling inhibition, IL-1 beta readout; THP-1 LPS/ATP IL-1B secretion, AlphaLISA, 16 h; hits give low values; activity change, % at 57.5 µM; 4.7% of 360,000 active; AID 743279; in the data active means activity change below about -50%; inconclusive means mostly about -30% to -49%; further: on the % scale 0 is the no-effect control and ±100 the full control effect
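THP-1 cells pretreated 1 hr with compounds (up to 57.5 uM final), then stimulated with LPS (250 ng/mL final) plus ATP (1.25 mM final); secreted IL-1B measured by AlphaLISA after 16 hr, decreased signal indicating inhibition.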
S2 tox: reduces viability in counter-screen for ATXN expression inhibitors | 0.49% of 400,000 active | S2 cells (HEK-293 line with an ATXN2-luciferase reporter) viability, CellTiter-Fluor protease fluorescence, 24 h | Potency, µM (doses to about 56.7 µM), most hits filed as cytotoxic | AID 651635; further: potency means the concentration at half of the fitted maximal effect; nearly all actives have a fitted effect of over 40% in size
An asterisk follows results filed as active; i = inactive; ? = inconclusive; nt = not tested or not shown; [ ] = another dose, or the depositor's remark. Unless noted, the call rests on the fitted dose curve; in most records, active means well fitted curve in the direction sought with a large enough effect; inconclusive means small, poorly fitted or top-dose-only effect, or another doubt; inactive means no such curve, though single readings can be large; an effect the other way counts as inactive or inconclusive.

item | molecule | HT1080 IDH1KD tx | KB-V1 MDR tox | HT1080NT lethal | SW480 rerep | KB-3-1 tox | MCF10A rerep | ATXN2 expr inh | IL1B secr inh | S2 tox
1 | COc1ccc(NC(=O)CS(=O)CC(=O)Nc2ccc(NC(C)=O)cc2)cc1 (stereo not drawn) | -7% | -1% | -5% | 8% | -5% | -1% | -9% | -16 | i
2 | CCOC(=O)C1=C(C)NC(C)=C(C(=O)OCC)C1c1ccc(Br)o1 | 0% | ? | -3% | 15% | -8% | ? | -11% | -72* | i
3 | COc1cccc(NC(=O)C(=O)c2cn(CC(=O)N3CCCC3)c3ccccc23)c1 | -12% | ? | -9% | 1% | -16% | 2% | 4% | ? | ?
4 | CC1Cc2nc(SCC(=O)NCC3CCCO3)n(-c3ccc(F)cc3)c(=O)c2S1 (stereo not drawn) | 11% | -18% | -1% | -2% | 6% | -1% | -9% | -8 | i
5 | CCn1c2ccccc2c2cc(NC(=O)c3cc(OC)c(OC)c(OC)c3)ccc21 | 1.5µM* | ? | 0.82µM* | 0.82µM* | 0.58µM* | ? | -3% | 14 | ?
6 | COc1ccc2sc(N(CCCN(C)C)C(=O)c3ccc(C(=O)c4ccccc4)cc3)nc2c1 | ? | -8% | ? | -18% | -8% | ? | -28% | -88* | i
7 | FC(F)(F)c1ccc(-c2csc(-c3ccno3)n2)cc1 | -4% | 5% | 4% | 6% | 0% | 13% | nt | 0 | i
8 | CCOC(=O)N1CCC(NC(=O)CCC(=O)N2CCOc3ccccc32)CC1 | 7% | -3% | 2% | -15% | 10% | -27% | 8% | 10 | i
9 | Cc1nc(Nc2ccc(C(=O)O)cc2)nc(Nc2ccc(C(=O)O)cc2)c1[N+](=O)[O-] | 0% | 8% | -3% | -84%[inhibitor] | 3% | -18% | nt | -3 | ?
10 | CCOC(=O)C1CCN(CC(O)COCc2ccc3c(c2)OCO3)CC1 (stereo not drawn) | 2% | -9% | 1% | -51%[inhibitor] | 0% | 12%[9.22 µM] | 2% | 1 | i
11 | O=C(NC(Nc1ccccn1)C(Cl)(Cl)Cl)c1ccccc1 (stereo not drawn) | -9% | -29% | 1% | -17% | -13% | 0% | -1% | 52 | i
12 | Oc1c(N=NC(=S)Nc2ccccc2F)c2ccccc2n1Cc1ccccc1F | -13% | -20% | 4% | 0% | ? | 27% | ? | 0 | ?
13 | CCOC(=O)c1ccc(NC(=O)CSc2nc(-c3ccc(OC)cc3)cc(C(F)(F)F)c2C#N)cc1 | nt | 5% | nt | nt | 4% | nt | 6% | nt | i
14 | O=c1[nH]nc(SCc2cc(Cl)ccc2Cl)c(=O)[nH]1 | -1% | 12% | 1% | 10% | 5% | 0% | -9% | 19 | i
15 | CCS(=O)(=O)N1CCCC(C(=O)N2CCc3ccccc3C2)C1 (stereo not drawn) | 1% | ? | 1% | 1% | -3% | -7% | -1% | 5 | i
16 | CCn1cc(S(=O)(=O)CC(=O)Nc2cc(C)on2)c2ccccc21 | -10% | ? | -18% | ? | -13% | 12% | -3% | 47 | i
17 | O=C(CCCC(=O)OCC(=O)c1ccc(Cl)cc1)NC1CCCCC1 | 0% | nt | 1% | 4% | nt | 2% | 10% | 14 | i
18 | CCN(CC(=O)Nc1c(Cl)cccc1Cl)C(=O)C1CCN(c2ncnc3sc(C)c(C)c23)CC1 | 0% | -8% | 4% | -1% | 2% | 3% | 8% | -8 | i
19 | COc1ccc(Cl)cc1C(=O)NC1=NCCS1 | 8% | 13% | 26% | 6% | 3% | 1% | 2% | -2 | i
20 | COc1ccc(CC(=O)OCC(=O)Nc2ccc(Cl)cc2C)cc1 | 16% | 2% | 7% | 1% | 3% | 3% | 2% | -12 | i
21 | CCC(=O)NC(=S)Nc1cccc(NC(=O)c2ccccc2Cl)c1 | 22% | -1% | 12% | 0% | 6% | -10% | -11% | ? | i
22 | CC(=O)Nc1ccc(C(=S)NCc2ccco2)cc1 | -6% | ? | 8% | -4% | -1% | -2% | 11% | 0 | i
23 | O=C(OCC(=O)N1c2ccccc2Sc2ccccc21)c1ccc[n+]([O-])c1 | -3% | -8% | 2% | -5% | -35% | -2% | -7% | -5 | i
24 | CC(C)NC(=O)NC(=O)COC(=O)C1(C)CC1(Cl)Cl (stereo not drawn) | 1% | -5% | 1% | -28% | 1% | -4% | 2% | 8 | i
25 | CNC(=S)N1CCC(NC(=O)C(Cc2ccc(OC)cc2)NC(C)=O)CC1 (stereo not drawn) | -3% | 3% | -2% | ? | 0% | -5% | 19% | -13 | i
26 | CC(=O)N1CCN(c2ccc(NC(=O)c3cc(Cl)ccc3Cl)cc2)CC1 | -6% | -20% | 0% | 14% | ? | 24% | 16% | -63* | i
27 | Cc1nccn1CCC(=O)NC1CCCc2c1cnn2-c1ccc(C(C)(C)C)cc1 (stereo not drawn) | -25% | -23% | ? | nt | -12% | nt | nt | ? | i
28 | COC(=O)CCCC1=CC2=C(c3ccccc3)C(=O)C(C)(OC(=O)C3CCCC3)C(=O)C2=CN1Cc1ccc2c(c1)OCO2 (stereo not drawn) | -4% | -7% | -12% | -4% | -15% | -9% | -11% | -29 | i
29 | Cc1cc(C)cc(NC(=O)Cc2noc3ccccc23)c1 | nt | ? | nt | nt | ? | nt | 22% | nt | i
30 | CCOc1ccccc1C(=O)NCc1ccco1 | -3% | -3% | -1% | -1% | 2% | 9% | -5% | -5 | i
31 | Cc1nnc(NC(=O)CN2CCN(Cc3ccccc3Cl)CC2)s1 | 0% | -6% | 0% | -38% | 3% | 0% | 13% | 36 | i
32 | O=C(/C=C/c1cccs1)NCc1ccccc1 | 13% | 7% | 16% | -1% | 10% | 1% | nt | 0 | i
33 | CN([C@@H](C(=O)OC(C)(C)C)c1ccccc1)S(=O)(=O)c1cccc(S(=O)(=O)N(C)[C@@H](C(=O)OC(C)(C)C)c2ccccc2)c1 | 13% | -2% | 5% | -6% | -10% | ? | 1% | 17 | i
34 | Cc1cc(O)c2c(c1)CC1C3CCC4CC(=O)CCC4(C)C3CC(=O)C21C (stereo not drawn) | 0% | ? | -2% | ? | ? | 16µM* | -33% | 35 | i
35 | CC(=O)c1cccc(NC(=O)CCNS(=O)(=O)c2cccc3nonc23)c1 | -6% | 22% | -6% | -145%[inhibitor] | 7% | 0% | 1% | 32 | i
36 | Cc1ccc(Cl)cc1-n1ncc2c(NNC(=O)c3ccco3)ncnc21 | 9% | -14% | 12% | -1% | -7% | -9% | 4% | -4 | i
37 | Cc1noc(C)c1-c1nnc(-c2ccc(OC(F)(F)F)cc2)o1 | 23% | -9% | 25% | -4% | -17% | -2% | 1% | -18 | nt
38 | COc1ccc(Cl)cc1-c1cc(C(=O)Nc2ccc(C)c(NS(C)(=O)=O)c2)[nH]n1 | 23µM* | -4% | 21µM* | nt | -5% | nt | 22µM* | ? | 16µM*
39 | COc1cccc(OCCOc2ccc(/C=C3/SC(=S)NC3=O)cc2)c1 | 7% | 17% | 0% | -12% | 13% | ? | 10% | 49 | i
40 | CNc1ccc(S(=O)(=O)NCC(=O)OC(C)C(=O)N(C)Cc2ccccc2)cc1[N+](=O)[O-] (stereo not drawn) | 15% | 20% | 5% | 8% | 1% | -2% | nt | -10 | ?
41 | COCC(=O)N[C@H]1C=C[C@@H](CC(=O)OC)O[C@@H]1CO | 11% | 4% | 19% | nt | 12% | nt | nt | 20 | nt
42 | COCCn1c(C)cc(C(=O)CSc2nc3nc(C)cc(C)n3n2)c1C | 1% | -38% | -1% | 1% | 16% | 1% | 2% | -1 | i
43 | CCCN(CCC)C(=O)Cn1c(=O)n(-c2ccccc2)c(=O)c2c3c(sc21)CCCC3 | nt | 3% | nt | nt | -13% | nt | 6% | nt | i
44 | CCOC(=O)c1ccc(-c2ccc(/C=C(\C#N)C(=O)Nc3ccc(C)cc3)o2)cc1 | nt | -19% | nt | nt | 10% | nt | 16% | nt | i
45 | CC1CCCN(S(=O)(=O)c2ccc(-c3ccc(=O)[nH]n3)o2)C1 (stereo not drawn) | 0% | -18% | -8% | -23% | 1% | 3% | nt | 13 | i
46 | Nc1nc(Cn2nnc(-c3ccccc3F)n2)nc(N2CCOCC2)n1 | 5% | 5% | 5% | -11% | 7% | 18% | -1% | 21 | i
47 | COc1cccc(C(=O)NC(=S)Nc2ccc(N3CCCC3)cc2)c1 | 0%[9.24 µM] | ? | -2% | -2% | 10% | 15% | -9% | -57* | i
48 | Cc1cc(Nc2ccc3c(c2)OCCO3)c2cc(Cl)ccc2n1 | -17% | 15µM* | 1% | 2% | -27% | 10% | ? | -116* | i
49 | CC1=NN(c2ccc(C)c(C)c2)C(=O)/C1=C/c1ccc2c(c1)n(C)c(=O)n2C | 4% | 1% | 5% | -6% | 0% | -1% | -6% | 5 | i
50 | O=C(CSc1nnc(-c2ccc(F)cc2)o1)N1CCCc2ccccc21 | nt | 0% | nt | nt | -4% | nt | 0% | nt | ?
51 | CCN(CC)CCN(Cc1cc2ccc(C)cc2[nH]c1=O)C(=O)NC1CCCCC1 | -1% | 0% | -17% | -6% | 2% | -6% | -15% | ? | i
52 | CCCCn1c(SCC(=O)NC2CC2)nc2cc(C(=O)OC)ccc2c1=O | 3% | 4% | 9% | nt | 2% | nt | nt | 23 | ?
53 | O=C(Nc1ccc(Cl)c(Cl)c1)Nc1nnc(-c2ccncc2)s1 | ? | 12% | ? | 7% | ? | ? | -28% | 24 | i
54 | COc1ccc(Cl)cc1NC(=O)CN(C)C(=O)c1cc2c(s1)CCC(C)C2 (stereo not drawn) | -4% | ? | 9% | 0% | -16% | ? | -13% | 28 | ?
55 | O=C(O)c1ccc(N/N=C/C=C/c2ccccc2)cc1 | -1% | 0% | -1% | -5% | 14% | 15µM* | 40%[activator] | -14 | i

Screening data: PubChem, National Center for Advancing Translational Sciences (NCATS)
